Bioassay records (PubChem)
DAGLB inhibitor: DAGLB lipase inhibitors, primary screen, biochemical, fluorescence, HTS | Diacylglycerol lipase-beta (Homo sapiens), Q8NCG7 | HEK293T DAGLB membrane lysate, EnzChek fluorogenic substrate | inhibition, % at 5.17 µM | actives 0.059% (n = 340,000) | AID 504411, 2011; in the data active means inhibition above about 34%;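 further: 0% = enzyme with vehicle and 100% = wells lacking enzyme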
NSD2 inh: NSD2 histone methyltransferase inhibitors, primary screen, biochemical, AlphaScreen, single concentration, set 2 | Histone-lysine N-methyltransferase NSD2 (Homo sapiens), O96028 | inhibition, % at 12.5 µM | actives 0.54% (n = 310,000) | NSD2 peptide methylation, 120 min | AID 743445, 2014; in the data active means inhibition above about 50%
Target sequence (O96028 whole entry, looked up): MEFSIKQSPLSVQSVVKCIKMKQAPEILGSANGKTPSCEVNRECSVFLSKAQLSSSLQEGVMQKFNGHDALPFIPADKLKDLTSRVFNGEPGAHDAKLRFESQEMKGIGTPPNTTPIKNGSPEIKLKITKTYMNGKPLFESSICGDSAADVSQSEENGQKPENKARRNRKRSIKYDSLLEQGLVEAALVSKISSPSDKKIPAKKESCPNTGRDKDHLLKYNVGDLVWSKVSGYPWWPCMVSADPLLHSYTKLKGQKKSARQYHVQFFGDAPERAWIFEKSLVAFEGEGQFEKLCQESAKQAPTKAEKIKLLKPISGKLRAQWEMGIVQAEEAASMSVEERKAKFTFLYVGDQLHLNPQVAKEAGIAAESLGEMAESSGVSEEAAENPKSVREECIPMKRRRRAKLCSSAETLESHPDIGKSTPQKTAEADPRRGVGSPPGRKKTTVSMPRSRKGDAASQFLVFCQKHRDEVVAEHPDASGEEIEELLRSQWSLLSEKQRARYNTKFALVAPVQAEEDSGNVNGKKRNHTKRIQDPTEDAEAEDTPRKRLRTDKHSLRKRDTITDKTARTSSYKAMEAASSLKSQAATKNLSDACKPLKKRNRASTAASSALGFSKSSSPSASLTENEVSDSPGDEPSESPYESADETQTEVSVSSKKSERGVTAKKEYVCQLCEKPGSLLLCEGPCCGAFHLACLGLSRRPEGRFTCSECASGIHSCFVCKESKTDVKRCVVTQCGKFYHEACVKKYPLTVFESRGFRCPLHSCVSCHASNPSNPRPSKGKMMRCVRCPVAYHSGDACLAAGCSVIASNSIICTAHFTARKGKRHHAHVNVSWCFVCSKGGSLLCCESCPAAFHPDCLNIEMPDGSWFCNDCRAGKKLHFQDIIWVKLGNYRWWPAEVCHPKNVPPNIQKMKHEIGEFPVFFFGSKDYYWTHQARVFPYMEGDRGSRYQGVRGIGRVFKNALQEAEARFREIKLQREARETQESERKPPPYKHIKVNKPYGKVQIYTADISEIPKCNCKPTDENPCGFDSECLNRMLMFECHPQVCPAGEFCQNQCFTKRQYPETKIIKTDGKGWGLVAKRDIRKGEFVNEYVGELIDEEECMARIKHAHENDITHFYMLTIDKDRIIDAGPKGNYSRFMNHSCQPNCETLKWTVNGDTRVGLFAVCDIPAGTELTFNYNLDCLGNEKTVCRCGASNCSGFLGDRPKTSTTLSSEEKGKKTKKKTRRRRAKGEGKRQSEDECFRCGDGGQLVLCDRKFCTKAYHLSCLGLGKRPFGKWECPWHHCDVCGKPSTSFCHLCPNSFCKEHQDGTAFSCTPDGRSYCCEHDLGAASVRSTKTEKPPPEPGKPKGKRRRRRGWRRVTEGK
PKA-R2B activ: activators of PKA-R2B holoenzyme, primary screen, biochemical, fluorescence polarization, Cy5-IP20, human; cAMP-dependent protein kinase catalytic subunit beta (Homo sapiens) + cAMP-dependent …; PKA-R2B holoenzyme dissociation; R2B truncated from residue 108, S112A mutant; 0% DMSO only, 100% 113 µM cGMP; activation, % at 11.4 µM; actives 0.079% (n = 340,000); AID 504700, 2011;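 active means activation above a cutoff set at the mean over all compounds plus 3 SD, cut at about 18% in these data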;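 further: higher means more holoenzyme dissociation and a rise in polarization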
PvdQ acylase: P. aeruginosa PvdQ acylase inhibitors, primary screen, biochemical, fluorescence, plate reader and imaging, single point. actives 0.063% (n = 340,000). inhibition, % at 10 µM. purified PvdQ acylase. PvdQ acylase [Pseudomonas aeruginosa LESB58]; in the data active means inhibition above about 30%, passing the limit was not always enough; inconclusive means no clear call, values can overlap the other calls;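 further: 0% = vehicle neutral wells and 100% = reference inhibitor wells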
SR-BI uptake up: activators of SR-BI mediated DiI-HDL uptake, primary screen, ldlA[mSR-BI] CHO cells, DiI fluorescence; activation, % at 12.5 µM; 3 h; 100 = double the neutral-control signal; AID 504775, 2011; actives 0.096% (n = 320,000);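 active means mean replicate activation of at least 60% and every replicate at or above 60%; inconclusive means mean or all-replicate condition met, but not both; inactive means mean below 60% and not all replicates reaching 60%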;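 further: 0% = median plate neutral-control signal and 100% = twice that signal; values of inactives mirror those of a sister screen read the other way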
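System: LDL receptor-deficient CHO ldlA cells overexpressing murine SR-BI | Timing: 3 h uptake period with compound, 37 °C | Medium: HEPES-buffered (25 mM, pH 7.4) F12 plus 0.5% BSA | Dosing: Single-point compound dose | Signal: Bottom-read fluorescence, 550/595 nm | Read-out: Retained DiI signal reflecting DiI-HDL uptake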
RTF Ca sens inh: cardiac RTF calcium sensitivity inhibitors, primary screen, biochemical, IANBD-TnC fluorescence, EC70 calcium; Troponin I, cardiac muscle (Homo sapiens) + Troponin T, cardiac muscle (Homo sapiens) + …; IANBD-labeled cardiac RTF, Ca2+ fluorescence; inhibition, % at 7.15 µM; actives 0.12% (n = 340,000); AID 493244, 2011;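 active means inhibition above the mean inhibition of all tested compounds plus 3 SD, cut at about 17% in these data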;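 further: assay run at fixed EC70 calcium of 1.6 mM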
Arr AP2 block: inhibitors of beta-arrestin/AP2 binding, primary screen, biochemical, GPCR trafficking, flow cytometry; beta-arrestin 1 C-terminal peptide binding to AP2 beta2-adaptin appendage (human); FITC-arrestin peptide / GST-AP2 beads; AP2 beta2 appendage carries R879A mutation; actives 0.31% (n = 340,000); inhibition, % at 10 µM;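 active means inhibition above a set limit, near 3 SD of compounds lacking own fluorescence, cut at about 54% in these data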;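 further: plate controls were DMSO wells for no effect and 5 µM unlabelled arrestin peptide for full effect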
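system = GST-tagged AP2 beta2-adaptin appendage (R879A) on 4 µm glutathione beads | reagent = FITC-labelled arrestin peptide probe, 50 nM final | schedule = compound with beads 12 min RT, then probe 1 h RT | signal = HyperCyt-sampled flow cytometry, FL1 channel, ex 488/em 535 nm | read-out = percent response from loss of bead-bound FITC fluorescence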
SR-BI DiI inh: inhibitors of SR-BI mediated HDL lipid uptake, primary screen, ldlA[mSR-BI] cells, fluorescence, single point | ldlA[mSR-BI] CHO cells, DiI-HDL uptake fluorescence, 3 h | inhibition, % at 12.5 µM | actives 0.96% (n = 320,000) | AID 488896, 2010;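 active means mean replicate inhibition of at least 70% and a set share of replicates each scoring 70 or more; inconclusive means meets just one of the two criteria; inactive means fails both criteria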;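 further: 0% = median of neutral control wells and 100% = median of positive control wells; values of inactives mirror those of a sister screen read the other way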
Keap1 Nrf2 FP: Keap1-Nrf2 protein-protein interaction inhibitors, primary screen, biochemical, fluorescence polarization, single point; Kelch-like ECH-associated protein 1 (Homo sapiens), Q14145; Keap1 Kelch-Nrf2 peptide fluorescence polarization, 1536-well; inhibition, % at 9.4 µM; actives 0.15% (n = 340,000); in the data active means inhibition above about 12%; inconclusive means no clear call, values can overlap the other calls; inactive means below about 7.3%;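 further: human Keap1 Kelch domain with fluorescein labeled Nrf2 9mer peptide probe; 0% = neutral control wells and 100% = peptide positive control; higher means more block of Keap1 binding to Nrf2 peptide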
LANA DNA inh: inhibitors of KSHV C-LANA binding to DNA, primary screen, biochemical, fluorescence polarization, FAM-LBS DNA, MBP-C-LANA, single point; AID 504423, 2011; actives 0.078% (n = 340,000); Kaposi's sarcoma herpesvirus LANA C-terminal domain (residues 932-1162) DNA binding; inhibition, % at 9 µM;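 active means highest replicate inhibition at or above 60% at 9 µM, even if other replicates fall short; inactive means all replicates below 60% inhibition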;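 further: 0% = neutral control wells and 100% = 4 µM acridine orange control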
Starred values were filed as active, the others as inactive; ? = inconclusive; . = not tested or not shown.

SMILES	DAGLB inhibitor	NSD2 inh	PKA-R2B activ	PvdQ acylase	SR-BI uptake up	RTF Ca sens inh	Arr AP2 block	SR-BI DiI inh	Keap1 Nrf2 FP	LANA DNA inh
CCOC(=O)c1ccc(NC(=O)CCc2nc(-c3ccc(C)cc3)no2)cc1	-12	0	-19	-9	?	-8	1	-255	-5	0.7
Cc1cc(C)c(NC(=O)COC(=O)C23CC4CC(CC(O)(C4)C2)C3)c(Cl)c1	-2	4	-4	-2	10	-1	-5	-10	-1	0.1
FC(F)(F)c1cccc(N2CCN(Cc3ccoc3)CC2)c1	-7	41	-3	-22	11	-3	0	-11	-5	0.8
CCOc1cc2[nH]c(=O)n(CCCN3CCN(c4ccc(OC)cc4)CC3)c(=O)c2cc1OCC	2	5	-5	-4	-31	-6	4	31	-2	-3.1
COc1cc(OC)cc(-c2c(-c3cccs3)c3cc(-c4ccc(C(N)=O)cc4)ccc3n2C)c1	-2	.	3	-5	-54	8	.	54	-2	-1.0
CS(=O)(=O)N(CC(=O)NCCSC1CCCCC1)c1cccc(F)c1	-1	-1	-6	-17	25	-8	-1	-25	-5	-2.0
CN(C)c1ncc(S(=O)(=O)c2ccccc2)c(=O)[nH]1	-2	2	8	-12	.	-10	1	.	-1	-0.9
CCOc1ccc(NC(=O)c2ccc(CNc3c(NC4CCCCC4)c(=O)c3=O)cc2)cc1	3	.	-3	-18	-4	-12	8	4	-2	0.4
C/C(=N\N1CCN(C2c3ccccc3-c3ccccc32)CC1)c1ccncc1	-22	8	4	0	-67	3	23	67	6	-0.5
O=C(OCc1cc2ccccc2[nH]c1=O)c1ccccc1	-6	4	8	-18	10	-6	-8	-10	-1	0.2
Cc1cc(C)nc(NCc2ccc(Cl)cc2)n1	-3	-2	12	17	10	1	7	-10	-4	17
CC(=O)c1c(C(C)=O)c(C)n(-c2nc(-c3ccc(C)c(C)c3)c(C)s2)c1C	-3	1	5	-14	-76	-1	5	76*	-5	-1.1
Cc1ccc(C2C(C#N)=C(N)Oc3c2oc(CO)cc3=O)o1 (centres undefined)	1	-1	-2	-4	-5	-4	-1	5	1	1.8
CCN(CC)S(=O)(=O)c1ccc(Cl)c(C(=O)Nc2nnc(C)s2)c1	-4	0	5	-7	7	-11	1	-7	-1	0.7
COC(=O)c1ccc(C(=O)OC)c(NC(=S)N2CCCCC2)c1	0	1	-8	2	-14	-5	8	14	4	0.1
COc1ccccc1OC(C)C(=O)N1CCN(Cc2ccc3c(c2)OCO3)CC1 (centres undefined)	-3	-4	-12	-4	.	-5	19	.	-1	1.0
Brc1cccc(CNc2nc3ccccc3n2CCN2CCOCC2)c1	-2	-3	8	-9	0	-2	4	0	-9	1.2
CCOc1ccc(C(=O)N2CCN(c3cnn(-c4ccccc4)c(=O)c3Cl)CC2)cc1	3	-1	-1	-6	18	-3	-3	-18	-9	-0.2
Cn1c(N)c(C(=O)c2ccc(Cl)cc2)c(=O)n(C)c1=O	-2	-1	-3	-11	-12	-3	-4	12	-2	-0.1
C=CCOC(=O)C1=C[C@H](c2ccc(Br)cc2)C[C@H](OCc2ccc(CO)cc2)O1	-4	.	4	-12	11	-4	-9	-11	1	0.8
Cc1ccc(CC(=O)O/N=C(\N)c2ccccn2)cc1	-1	0	7	-17	7	-8	-4	-7	-3	0.1
CCN(CC)C(=O)CC(c1ccc(OC)cc1)c1c(O)cc(OC)cc1OC (centres undefined)	4	.	-6	-7	15	-9	5	-15	-6	-0.1
O=C(COC(=O)c1ccc[n+]([O-])c1)Nc1ccc(Cl)cc1[N+](=O)[O-]	-2	13	14	6	5	2	35	-5	2	-0.3
CC(=O)Nc1ccc(C(=O)COC(=O)c2cc(C)oc2C)c(F)c1	-3	13	8	5	-17	-5	72*	17	1	-2.8
CN(C)CCC(=O)c1ccc(Cl)cc1	0	7	2	4	30	-5	3	-30	-30	-0.1
CC1CCC(C(C)C)C(OC(=O)CSc2nccc(=O)[nH]2)C1 (centres undefined)	4	11	-15	-3	8	3	6	-8	-1	-0.3
O=C(NC(=S)N1CCN(Cc2ccccc2)CC1)c1ccccc1	-3	-2	-8	-5	0	-9	18	0	2	-0.4
Cc1ccc(/C=N/NC(=O)C2CCN(Cc3ccc(F)cc3Cl)CC2)o1	2	14	-3	-2	-12	-1	-5	12	8	-1.0
O=C(NCCc1ccccc1)C(=O)NCC1OCCN1S(=O)(=O)c1ccc(Br)cc1 (centres undefined)	-1	-7	-14	-14	9	0	4	-9	-4	-1.8
CN1CCN(Cc2c(O)c(Cl)cc3c(-c4ccccc4)cc(=O)oc23)CC1	1	3	-2	-6	11	-2	4	-11	-2	0.5
CSc1n[nH]c(NCc2ccc(Cl)cc2)n1	2	-2	-14	1	-12	3	-3	12	-4	-0.3
CCOC(=O)c1ccc(NC(=O)c2c(NC(=O)CCC(=O)O)sc3c2CCCCC3)cc1	.	3	.	-8	3	.	-16	-3	-4	3.3
COC(=O)c1c(-c2ccc(F)cc2)noc1N	2	-2	-4	-8	6	-6	6	-6	3	0.6
N#C/C(C(=O)NCc1ccccc1)=C1/N=C(NC(=O)c2cccs2)c2ccccc21	-1	-1	2	-2	14	-12	4	-14	-5	-5.1
O=C(N1CCOCC1)C1(c2ccc(Cl)cc2)CCCC1	-2	-4	-10	-9	12	-14	0	-12	3	0.8
c1ccc(-c2[nH]ncc2CN2CCN(Cc3ccc4c(c3)OCO4)CC2)cc1	-3	2	2	-12	15	-8	3	-15	-6	-0.3
COc1ccc(NCc2nc3ccccc3n2CCOc2ccccc2)cc1	3	2	-6	9	11	-2	6	-11	-1	-0.4
O=C(NCCc1nc2ccccc2[nH]1)c1ccc(Cl)c([N+](=O)[O-])c1	1	2	0	-8	15	-10	48	-15	-3	3.4
Fc1cccc(Cl)c1-c1nnc2ccc3ccccc3n12	-1	3	0	-2	9	8	0	-9	0	-0.2
O=C(OC1CCOC1=O)c1cc(-c2ccc(Br)cc2)nc2ccccc12 (centres undefined)	-3	0	-3	7	-13	2	10	13	-2	2.3
CCOC(=O)C1=C(C)NC2=C(C(=O)c3ccccc32)C1c1cccc2ccccc12 (centres undefined)	13	.	1	-4	-30	6	6	30	-2	-3.0
CCC1(c2ccccc2)NC(=O)N(CC(=O)Nc2cccc(S(=O)(=O)N3CCCC3)c2)C1=O (centres undefined)	-2	-1	-1	-4	29	-9	2	-29	-2	-0.2
C=CCOc1ccc(C(=O)Nc2ncn[nH]2)cc1	3	-1	-1	-1	26	5	3	-26	6	-1.0
N#Cc1c(N)nc2c(c1-c1ccco1)CCCCC2	-4	0	4	2	3	-2	3	-3	0	1.2
CC(C)CNC(=O)c1cccc(NC(=O)CCc2ccccc2)c1	-3	-3	0	-5	1	4	16	-1	3	-0.6
O=S(=O)(NCc1ccccc1)NCc1ccccc1F	0	0	3	-9	11	4	4	-11	6	0.2
CN(Cc1ccccc1)C(=O)c1ccc(NC(=O)Cc2ccc(NC(=O)C3CCCN(C(=O)c4ccccc4)C3)cc2)cc1 (centres undefined)	-6	.	5	-2	9	-3	-13	-9	2	6.4
CN(Cc1ccccc1)C(=O)c1cccc(NC(=O)Cc2ccc(NC(=O)C3CCCN(C(=O)C4CCCC4)C3)cc2)c1 (centres undefined)	-6	.	-6	-2	-8	0	-16	8	-5	3.1
Cc1cccc(NC(=O)CNC(=O)C(NC(=O)Cc2ccccc2)C(C)C)c1C (centres undefined)	3	-1	-5	-14	7	-7	41	-7	0	2.1
CCN(CC)CCCNc1nc(CN2CCOCC2)nc2sc3c(c12)CCC3	1	54*	-7	-26	-1	7	22	1	-8	0.0
CC(C)(C)OC(=O)N/N=C/c1ccc(Br)cc1	-1	-11	1	-11	7	-5	3	-7	-5	0.8
COc1cccc(-c2ccc(SCC(=O)NC3CCCCC3)nn2)c1	-6	2	0	-9	18	-10	-2	-18	1	0.5
COc1ccc(NC(=O)c2cc(OC)c(OC)cc2OC)c(S(=O)(=O)N2CCOCC2)c1	2	-8	-7	-12	7	-4	-4	-7	-4	0.4
Cc1ccc(S(=O)(=O)N2CCN(c3c([N+](=O)[O-])cc(C(F)(F)F)cc3[N+](=O)[O-])CC2)cc1	-1	-2	-12	4	11	5	1	-11	1	0.5
C/C=C/C(=O)OCC(=O)Nc1c(Cl)cccc1Cl	0	0	2	2	22	-6	15	-22	-3	-3.5
Cc1ccc(S(=O)(=O)Nc2ccccc2C(N)=O)cc1	-1	0	-3	6	10	-5	20	-10	-1	-1.6
CC(C)(C)c1ccc(SCCc2ccncc2)cc1	-2	-1	-2	-14	6	-6	5	-6	-6	-2.2
O=C(COC(=O)C12CC3CC(CC(C3)C1)C2)NCc1ccccc1	-5	6	-6	-12	25	-2	-13	-25	0	0.7
O=C(CNC(=O)c1ccc(OC(F)F)cc1)NCC1CCCO1 (centres undefined)	2	-3	-2	-16	13	2	-2	-13	-7	-0.6
CCOc1cc(C(=O)N2CCN(c3ccc(C(C)=O)cc3)CC2)cc(OCC)c1OCC	-4	1	7	-12	-14	-2	-9	14	-3	-1.8
Cc1ccc(S(=O)(=O)NCC(=O)OC(C)C(=O)NCc2ccc3c(c2)OCO3)cc1 (centres undefined)	-1	-3	1	17	15	4	1	-15	-1	-1.9
COC(=O)CNC(=O)C12CC3(C)CC(C)(CC(C)(C3)C1)C2	-2	-1	-6	-16	3	5	59*	-3	-2	-1.3
